F508del corr: correctors of CFTR F508del function in bronchial epithelial cells | CFBE cells, YFP halide quenching; stimulated with forskolin plus potentiator P3; % fluorescence drop versus neutral controls | hit rate 0.36% among 350,000 | activity (quench increase), % at 7.58 µM;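 active = mean added fluorescence quench of at least 8% versus neutral control, with both replicates also reaching 8%; inconclusive = only one of the mean or replicate conditions met; inactive = mean below 8% and not both replicates reaching 8%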;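 note: cells transiently co-express mutant CFTR-F508del with the halide-sensitive YFP; corrector assay measuring rescue of mutant channel to the surface after 24 h compound exposure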
DENV2 CPE: inhibitors of DENV2 cytopathic effect; DENV2-infected cells, cytopathic effect rescue, plate reader; CPE inhibition, % at 9.99 µM; hit rate 1.7% among 350,000; in the data active = CPE inhibition above about 20%, passing the limit was not always enough; inconclusive = no clear call, values can overlap the other calls; tested in BHK-21 cells;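 note: 0% = median of neutral control wells and 100% = median of positive control wells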
CASP6 VEID inh: blocks human caspase-6 cleavage activity; P55212; purified caspase-6, Z-VEID-R110 cleavage fluorescence; inhibition, % at 12.5 µM; hit rate 0.53% among 350,000;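 active = mean inhibition across replicates at least about 35%, with every replicate also reaching that limit, limit read from the data; inconclusive = only one of the two criteria met; inactive = neither criterion met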;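 note: 0% = median of neutral control wells and 100% = no fluorescence left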
Target sequence (P55212 24-179 limits assumed): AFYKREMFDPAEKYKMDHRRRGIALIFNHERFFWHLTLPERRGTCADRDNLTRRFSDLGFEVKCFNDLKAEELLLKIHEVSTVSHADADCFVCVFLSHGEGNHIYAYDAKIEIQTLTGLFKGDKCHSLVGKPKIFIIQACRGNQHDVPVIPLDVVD
Target sequence (P55212 194-293 limits assumed): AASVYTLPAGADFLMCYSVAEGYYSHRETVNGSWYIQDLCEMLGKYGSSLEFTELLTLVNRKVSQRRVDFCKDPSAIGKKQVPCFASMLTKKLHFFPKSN
ERAP1 HTS inh: ERAP1 (human) enzyme inhibition; recombinant ERAP1, Leu-AMC fluorescence, 60 min; hit rate 0.15% among 340,000; Q9NZ08; inhibition, % at 10.7 µM;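 active = mean replicate inhibition of at least 30%, or all replicates individually reaching that 30% level; inactive = mean below 30% and not every replicate reaching it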;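 note: 0% = neutral control wells and 100% = L-leucinethiol positive control wells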
miR122 inh: blocks miR-122 activity in Huh7 sensor cells | Huh7 miR-122 Renilla luciferase sensor, 48 h; neutral wells = 0, positive control = 100 | activation (reporter increase), % at 12.5 µM | hit rate 0.3% among 340,000;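 active = mean replicate activation score at least 90 and every replicate individually at or above 90; inconclusive = only one of the two criteria met; inactive = neither criterion met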;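 note: higher luciferase means less miR-122 activity so hits act as miR-122 inhibitors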
SIRT5 block: blocks human SIRT5 desuccinylation of peptide. Q9NXA8. inhibition, % at 15 µM. Purified SirT5, succinyl-peptide AMC, trypsin-coupled fluorescence. AID 652115. hit rate 1.1% among 330,000; in the data active = inhibition above about 15%; inconclusive = no clear call, values can overlap the other calls
Target sequence (Q9NXA8 whole entry, looked up): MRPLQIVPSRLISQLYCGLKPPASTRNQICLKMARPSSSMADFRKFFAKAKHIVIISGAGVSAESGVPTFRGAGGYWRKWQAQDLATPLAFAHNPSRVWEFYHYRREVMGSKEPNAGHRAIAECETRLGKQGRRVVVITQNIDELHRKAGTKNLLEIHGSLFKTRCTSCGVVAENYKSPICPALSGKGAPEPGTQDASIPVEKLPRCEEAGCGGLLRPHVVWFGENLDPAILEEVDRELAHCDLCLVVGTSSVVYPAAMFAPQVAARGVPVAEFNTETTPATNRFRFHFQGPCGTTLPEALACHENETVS
ERp5 block: inhibitors of human ERp5; ERp5 insulin aggregation, absorbance 650 nm, 90 min; inhibition, % at 9.99 µM; AID 651711; hit rate 0.05% among 350,000;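 active = mean replicate inhibition above about 25%, with every replicate also reaching it, limit read from the data, passing the limit was not always enough; inconclusive = only one of those two criteria met; inactive = neither criterion met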
Target sequence (Q15084 whole entry, looked up): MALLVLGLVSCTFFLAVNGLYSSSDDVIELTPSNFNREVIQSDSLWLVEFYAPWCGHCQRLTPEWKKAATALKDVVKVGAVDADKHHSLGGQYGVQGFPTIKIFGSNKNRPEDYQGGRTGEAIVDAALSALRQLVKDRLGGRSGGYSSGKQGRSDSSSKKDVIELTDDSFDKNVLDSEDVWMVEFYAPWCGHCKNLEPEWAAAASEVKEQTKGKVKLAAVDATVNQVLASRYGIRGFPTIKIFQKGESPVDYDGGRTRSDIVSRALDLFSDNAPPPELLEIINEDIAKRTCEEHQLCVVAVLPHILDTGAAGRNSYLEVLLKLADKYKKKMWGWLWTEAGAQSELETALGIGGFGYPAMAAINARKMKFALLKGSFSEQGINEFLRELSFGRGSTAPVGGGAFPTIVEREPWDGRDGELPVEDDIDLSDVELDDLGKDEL
Numbers without * were called inactive; ? = inconclusive; . = no result given; & = joins results of further samples; [ ] = dose if it differs, or a comment.

SMILES	F508del corr	DENV2 CPE	CASP6 VEID inh	ERAP1 HTS inh	miR122 inh	SIRT5 block	ERp5 block
C[C@H]1CN([C@@H](C)CO)C(=O)Cc2cc(NC(=O)C3CCCCC3)ccc2O[C@H]1CN(C)Cc1ccccc1	5.6	-9	0	-2	-1[16.7 µM]	-1	0
COc1ccc(NC(=O)N(C)C[C@@H]2Oc3cc(C#CCC(C)C)ccc3S(=O)(=O)N([C@@H](C)CO)C[C@H]2C)cc1	6.4	9	1	-2	-7[16.7 µM]	31*	-7
COc1ccc(CNC(=O)C[C@H]2C=C[C@@H](NC(=O)c3cccc(F)c3)[C@H](CO)O2)cc1	-1.0	?	0	-2	.	1	1
Cc1ccc(S(=O)(=O)Nc2ccc3c(c2)C(=O)N([C@H](C)CO)C[C@H](C)[C@@H](CN(C)C(=O)CCCN(C)C)OCCCC[C@@H](C)O3)cc1	2.1	?	-1	-2	3[16.7 µM]	2	-2
Fc1cccc(CNCC2CCCO2)c1 (stereo not given)	2.9	-5	-2	-2	-4	.	0
COc1ccc(/C=C2/N=C3CCCCCN3C2=O)cc1	-2.1	0	2	5	.	-2	4
Cc1oc2c(C)c3oc(=O)c(CCC(=O)NCCCCCC(=O)O)c(C)c3cc2c1C	0.3	4	13	-9	.	-1	2
Cn1cc(/C=N/Nc2ccccc2)c2ccccc21	2.7	1	0	0	39	-3	-2
CN1C(=O)c2cc(NC(=O)Nc3ccc(Cl)cc3)ccc2OC[C@@H]2O[C@H](CC(=O)NCCN3CCCCC3)CC[C@H]21	-1.3	?	-4	1	8[16.7 µM]	0	-3
C=C(CN(C)C)C(=O)c1cc(C)ccc1C	2.6	-1	3	5	9	-8	-5
CC(C)NC(=O)N(C)C[C@H]1OCCCC[C@@H](C)Oc2ccc(NC(=O)C3CCCCC3)cc2C(=O)N([C@@H](C)CO)C[C@H]1C	1.1	4	-2	0	-3[16.7 µM]	5	-3
CC(=O)C(Cc1ccccc1)NC(=O)CCl (stereo not given)	2.5	-6	-3	4	.	-2	?
CCOC(=O)C1CCN(C(=O)c2cc3c(s2)-c2ccccc2OC3)CC1	-1.6	-1	-2	.	-5	.	3
Cc1c(Br)c([N+](=O)[O-])nn1CC(=O)N1CCc2ccccc21	-1.8	0	3	.	-3	-9	-2
C[C@@H]1CCCCO[C@@H](CN(C)S(C)(=O)=O)[C@H](C)CN([C@H](C)CO)C(=O)c2cc(NC(=O)NC3CCCCC3)ccc2O1	-4.1	5	-1	-3	-11[16.7 µM]	0	-10
CCSc1ccc([C@@H]2[C@@H]3C(=O)N(CC)C(=O)[C@@H]3[C@]3(C(=O)OC)CCCCN23)cc1	-1.9	?	3	2	1	-2	-1
O=C1N[C@@H](Cc2ccccc2)C(=O)N2[C@H]1CSCCS2(=O)=O	-2.7	2	-2	.	.	.	-3
N#C/C(=C\c1ccc([N+](=O)[O-])cc1)c1ccccn1	3.0	0	0	0	.	-2	5
Cc1onc(-c2ccccc2Cl)c1C(=O)Nc1nnc(-c2cccc([N+](=O)[O-])c2)s1	-0.6	7	0	-1	-1	3	-1
C[C@H](CO)N1C[C@H](C)[C@@H](CN(C)Cc2ccccc2)Oc2ncc(-c3cncnc3)cc2C1=O	-0.3	-1	1	-2	-2[16.7 µM]	5	2
COc1ccccc1S(=O)(=O)Cc1ccc(C(=O)NCc2cccnc2)o1	1.7	1	2	1	-4	-4	-3
CC1(C(=O)NS(=O)(=O)c2cccc(F)c2)CCN1C(=O)Cc1cccc2ccccc12 (stereo not given)	0.2	-13	1	3	.	.	-3
CS(=O)(=O)N1CC2(C1)[C@H](c1ccccc1)[C@@H](CO)N2C(=O)C1CCC1	1.0	15	-4	-1	.	-5	-1
CC1=C(N2CCOCC2)CCC1=O	-0.4	-6	5	.	.	.	5
Cc1ccc(/C=N/NC(=O)c2ccc(NC(=O)c3ccc(Cl)cc3)cc2)o1	-0.9	3	2	2	.	-1	-4
C[C@@H]1CN([C@H](C)CO)C(=O)c2cc(NC(=O)Cc3cn(C)c4ccccc34)ccc2O[C@H]1CN(C)S(=O)(=O)c1ccc(Cl)cc1	0.0	2	1	0	5[16.7 µM]	2	-6
Cc1csc2ncc(C(=O)Nc3ccc4c(c3)OCCO4)c(=O)n12	-0.9	11	2	2	-2	5	-4
COCC#Cc1ccc2c(c1)O[C@H](CN(C)C(=O)NC(C)C)[C@@H](C)CN([C@@H](C)CO)S2(=O)=O	0.0	-3	1	3	-4[16.7 µM]	1	-2
C[C@@H]1CCCCO[C@@H](CN(C)Cc2ccc3c(c2)OCO3)[C@H](C)CN([C@H](C)CO)C(=O)c2cc(NC(=O)Nc3ccccc3)ccc2O1	-0.7	-6	3	0	26[16.7 µM]	1	1
Cc1cc(NC(=O)c2coc(=O)c(Br)c2)ccc1C(C)C	?	-1	1	4	6	-5	6
Cc1nc(C)c(C(=O)N2CCCC(C(=O)c3cc(F)ccc3F)C2)s1 (stereo not given)	-3.1	-5	0	3	1	-2	-11
C/C=C/c1cnc2c(c1)C(=O)N([C@@H](C)CO)C[C@H](C)[C@@H](CN(C)C(=O)NCCC)O2	-0.1	10	2	2	2[16.7 µM]	-2	-4
O=C(Nc1ccc2oc(-c3ccccc3F)nc2c1)c1ccc2c(c1)OCCO2	1.1	1	0	-2	-9	-5	6
CC(C)CC#Cc1ccc2c(c1)O[C@H](CN(C)C(=O)Cc1ccccc1)[C@H](C)CN([C@H](C)CO)S2(=O)=O	2.1	-9	1	-2	3[16.7 µM]	3	-6
COc1ccc(S(=O)(=O)N2CCOCC2)cc1NC(=O)CN(C)Cc1c(F)cccc1Cl	0.2	-4	-1	-2	.	.	-1
O=C(/C=C/c1ccccc1)NC(NC(=S)Nc1cc(Cl)ccc1Cl)C(Cl)(Cl)Cl (stereo not given)	1.0	2	-4	-3	.	1	6
C[C@H]1CN([C@@H](C)CO)C(=O)Cc2cc(NS(C)(=O)=O)ccc2O[C@@H]1CN(C)C(=O)Nc1ccc(C(F)(F)F)cc1	1.1	-6	0	5	9[16.7 µM]	5	-2
OCCNc1nnc(-c2ccccc2)c(-c2ccccc2)n1	0.7	-5	4	0	.	3	-1
Cc1ccc(OCC(=O)NC(C)c2ccccc2)cc1C (stereo not given)	0.0	7	-1	2	-1	2	-5
O=C1OC(N2C(=O)CC[C@H]2C(=O)Nc2ccc(Br)cc2F)c2ccccc21 (stereo not given in full)	2.3	13	6	4	-1	-1	2
Cn1cccc1C(=O)OCC(=O)c1c[nH]c2ccccc12	-0.5	?	0	-1	.	.	2
CCOC(=O)c1cccc(C2=CC(=O)CC(C)(C)C2)c1	-2.7	3	0	-1	.	3	-5
COc1ccc(CNc2nc(-c3ccccc3)nc3ccccc23)cc1OC	-2.5	-5	0	1	-9	10	-1
CN(C)S(=O)(=O)c1ccc(Cl)c(NC(=O)CN2CCCCCC2)c1	1.7	-1	4	18	.	2	2
CC=Cc1ccc2n(c1=O)C[C@@H]1[C@@H](CO)[C@H](C(=O)NCc3ccccc3)N(CC)[C@H]21 (mixture of isomers)	1.5	38*	0	2	.	2	8
COc1cccc(CC(=O)NNC(=O)c2ccc3c(c2)OCO3)c1	-1.5	-7	-2	0	-3	-4	-6
Oc1c(Cl)cc(Cl)cc1CNc1nc2ccccc2[nH]1	-4.8	-3	2	0	3	2	3
COC(=O)[C@@]12C[C@@H](CC(=O)NCC3CCCCC3)C(=O)N(Cc3cccc4ccccc34)C1=CCC(C)(C)C2	-4.7	?	-1	.	.	-1	3

Shown as a hit in SIRT5 block (from the list above):
SMILES	F508del corr	DENV2 CPE	CASP6 VEID inh	ERAP1 HTS inh	miR122 inh	SIRT5 block	ERp5 block
COc1ccc(NC(=O)N(C)C[C@@H]2Oc3cc(C#CCC(C)C)ccc3S(=O)(=O)N([C@@H](C)CO)C[C@H]2C)cc1	6.4	9	1	-2	-7[16.7 µM]	31*	-7

Following part
SMILES	F508del corr	DENV2 CPE	CASP6 VEID inh	ERAP1 HTS inh	miR122 inh	SIRT5 block	ERp5 block
CO[C@@H]1CN(C)C(=O)c2ccc(NC(=O)Nc3c(C)noc3C)cc2OC[C@@H](C)N(CCC(F)(F)F)C[C@H]1C	0.1	-2	2	2	.	8	-5
Cc1ccc2c(c1)N(CC(=O)NCCCN1CCCCC1)C(=O)CO2	2.2	13	-2	-5	.	-5	0
C[C@H]1CN([C@@H](C)CO)C(=O)c2cccc(NC(=O)CCCCCC(=O)Nc3ccccc3N)c2O[C@@H]1CN(C)S(C)(=O)=O	0.1	-7	-1	2	.	7	3
COc1ccc(C(C)=O)cc1OCc1ccccc1	3.1	-6	-3	1	-30	.	-3
CC(CCc1ccccc1)NC(=O)COC(=O)c1cccnc1Cl (stereo not given)	-3.3	9	-2	-2	8	0	9
CN(CC(=O)Nc1c(Cl)cccc1Cl)C(=O)Cn1[nH]c(=O)c2ccccc2c1=O	-1.3	3	2	-2	.	0	0
CC(C)CCCN1CCN=C1Nc1ccccc1	2.6	27*	5	1	.	-5	9
O=C(O)c1ccc(CSc2nc(-c3ccc(Cl)cc3)cc(C(F)(F)F)n2)cc1	1.9	-4	0	1	.	-3	-5
O=C(C[C@H]1CC[C@@H]2[C@H](COC[C@H](O)CN2S(=O)(=O)c2cccc(Cl)c2)O1)N1CCCCC1	0.4	-1	.	.	6[16.7 µM]	.	.
CO[C@@H]1CN(C)C(=O)c2ccc(NC(=O)C3CCCC3)cc2OC[C@@H](C)N(C(C)=O)C[C@H]1C	2.0	18	5	0	.	10	1
O=C(NCCS(=O)(=O)NCc1ccccc1Cl)c1ccccc1	-2.9	-3	-5	-4	7	-1	-5
CCN1CCN(c2nc(Nc3ccccc3F)nc(N)c2[N+](=O)[O-])CC1	-1.0	1	0	3	0	-1	1
COc1ccc(S(=O)(=O)N(C)C[C@H]2Oc3ccc(NC(=O)NC4CCCCC4)cc3C(=O)N([C@H](C)CO)C[C@H]2C)cc1	-2.5	1	-3	5	31[16.7 µM]	-1	-4
Cn1cnc(S(=O)(=O)N[C@@H]2CC[C@@H](CC(=O)Nc3ccc(-c4ccccc4)cc3)O[C@H]2CO)c1	-0.1	3	0	2	.	0	-2
COc1cccc(CNC(=O)Cc2ccc(-c3ccccc3)cc2)c1	0.1	-1	1	1	7	.	-2
Cc1ccc(CN2C(=O)CN(S(C)(=O)=O)CC2(C)C(=O)NC(C)C)cc1 (stereo not given)	-0.5	-3	-3	.	.	0	-1
CC(C)C[C@H](NC(=O)N1CCn2c1nc1ccccc12)C(=O)NCCc1ccccc1	1.7	8	2	0	-3	0	-2
CC(C)C(OC(=O)c1cccs1)C(=O)NCc1ccc2c(c1)OCO2 (stereo not given)	-2.0	4	3	0	-5	-1	-6
COc1ccc(C(=O)N2CCn3c2nc2ccccc23)cc1	-1.7	-2	-1	.	-6	3	5
C/C=C/c1ccc([C@H]2[C@@H](CO)N(CC3CC3)[C@H]2CNS(C)(=O)=O)cc1	-5.3	0	.	.	7[16.7 µM]	.	.
COc1ccc(C(=O)COC(=O)CCNS(=O)(=O)c2ccccc2)cc1Br	0.8	-2	4	2	.	0	3
N#Cc1ccc(NC(=O)COC(=O)CCNS(=O)(=O)c2ccccc2)cc1	-3.7	13	5	1	-2	3	-3
NC(=O)c1ccc[n+](CC(=O)c2ccccc2)c1	2.6	9	0	3	0	-4	3
Nc1ccc(C(=O)O)cc1	-4.2&-1.2&2.8	3&-1&-3	4&0&2	-1&0&-3	-6&-3&4	0&-2&0	-4&-5&-5
Clc1ccccc1-c1nnc2n1CCCCC2	-0.4	4	0	4	.	-4	-1
COc1ccccc1N1CCN(C(=O)COc2cc(C)cc3oc(=O)cc(C)c23)CC1	2.3	2	0	1	-5	-2	-2
Cn1nc(C(=O)OCC(=O)Nc2ccc(Cl)cc2Cl)c2ccccc2c1=O	-3.2	17	-1	-2	-6	-2	-35
O=C(Nc1cccnc1)c1ccc(Cl)c(S(=O)(=O)N2CCCCCC2)c1	.	.	-2	-2	.	-3	3

2 entries from above, set out differently:
F508del corr | DENV2 CPE | CASP6 VEID inh | ERAP1 HTS inh | miR122 inh | SIRT5 block | ERp5 block | structure
-1.3 | 3 | 2 | -2 | . | 0 | 0 | CN(CC(=O)Nc1c(Cl)cccc1Cl)C(=O)Cn1[nH]c(=O)c2ccccc2c1=O
-2.0 | 4 | 3 | 0 | -5 | -1 | -6 | CC(C)C(OC(=O)c1cccs1)C(=O)NCc1ccc2c(c1)OCO2 (stereo not given)

Bioassay records: PubChem, Broad Institute
